# Compound activity: PubChem BioAssay, Broad Institute
# PGC1a acetyl inh = PGC1a acetylation modulation, inhibitor mode; U2OS PGC1a acetylation, AlphaScreen anti-acetyl-lysine; with virally co-expressed GCN5 acetyltransferase; inhibition, % at 15.6 µM; 0.17% of 350,000 active;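 active = every replicate shows inhibition of at least 40%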;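 note: 0% = neutral control wells and 100% = positive control wells; some results beyond the cut were filed as inactive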
# EWS-Fli block = EWS/Fli transcriptional activity inhibition; A673 NR0B1-luciferase reporter, viability-normalised; inhibition, % at 12.6 µM; 0.67% of 350,000 active; AID 651661;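 active = mean inhibition of at least 50% after viability correction, with every replicate also passing that limit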;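 note: firefly luciferase signal divided by Alamar Blue viability fluorescence both relative to DMSO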
# PAX8 reporter = lowers PAX8-driven luciferase in RMG-I cells. inhibition, % at 12.6 µM. RMG-I TPO-luciferase reporter, SteadyGlo, 24 h. 1.2% of 360,000 active;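 active = mean replicate inhibition at least 60% with every replicate also reaching 60%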;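 note: luciferase light reporting Pax8 driven TPO promoter activity; plate controls were median of neutral control wells for no effect and mitoxantrone controls for full effect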
# LGR2 antag = Drosophila LGR2 receptor signaling inhibition; HEK293 LGR2, CRE-luciferase, bursicon-stimulated, 4 h; inhibition, % at 9.99 µM; 0.35% of 380,000 active;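 active = drop in luminescence signal, shown as inhibition above about 50% in the replicate tests, limit read from the data, passing the limit was not always enough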;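 note: agonist challenge used bursicon conditioned medium at about half maximal strength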
# PglD inh = PglD (C. jejuni) enzyme inhibition | purified PglD enzyme, DTNB colorimetric CoA detection | inhibition, % at 12.5 µM | 0.098% of 360,000 active | AID 602405; in the data active = inhibition above about 16%, passing the limit was not always enough; note: strong numbers were not always called active
# S100A4 inh HTS = blocks human S100A4 binding to myosin IIA peptide; S100A4/TAMRA-MyoIIA peptide fluorescence polarization; inhibition, % at 10.7 µM; 0.14% of 360,000 active;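 active = mean inhibition of at least 70% across replicates, with every replicate also reaching that level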
# Target sequence (P26447 whole entry, looked up): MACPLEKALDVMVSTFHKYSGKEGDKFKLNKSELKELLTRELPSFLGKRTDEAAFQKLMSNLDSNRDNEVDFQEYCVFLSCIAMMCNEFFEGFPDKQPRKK
#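 assay system = human S100A4 monomer with TAMRA-labelled myosin IIA peptide | also added = labelled myosin peptide probe, 5 nM | incubation = 5 min between mix addition and reading | control set = DMSO and TFP controls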
# FN deposit inh = fibronectin deposition inhibition; AID 743247; 0.086% of 350,000 active; inhibition, % at 12.6 µM; AH1F fibroblasts, Alexa488-fibronectin deposition fluorescence, overnight;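 active = mean inhibition across replicates of 30% or more, regardless of how many single replicates reach that level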;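 note: positive control wells lacked labelled fibronectin entirely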
#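 test system = AH1F fibroblasts assembling fluorescent fibronectin matrix | quantity = 10000 AH1F cells per well | buffer or medium = DMEM plus 2% serum, read in PBS | doses = single dose, pinned | incubation = 1 h cell attachment, overnight exposure to compound and label | detection = fluorescence at 485 nm excitation, 525 nm emission | read-out basis = inhibition from reduced deposited-fibronectin fluorescence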
# ERAP1 HTS inh = blocks human ERAP1 aminopeptidase activity. Q9NZ08. recombinant ERAP1, Leu-AMC fluorescence, 60 min. inhibition, % at 10.7 µM. 0.15% of 340,000 active;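 active = mean replicate inhibition of at least 30%, or all replicates individually reaching that 30% level; inactive = mean below 30% and not every replicate reaching it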;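 note: 0% = neutral control wells and 100% = L-leucinethiol positive control wells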
# * hit, by the source's call; / = not tested or not shown.
Molecule,PGC1a acetyl inh,EWS-Fli block,PAX8 reporter,LGR2 antag,PglD inh,S100A4 inh HTS,FN deposit inh,ERAP1 HTS inh
COc1cc(NS(=O)(=O)c2ccc3c(c2)oc(=O)n3C)cc(OC)c1OC,/,17,32,7,-6,7,6,-4
O=C(NCc1ccc(F)cc1)c1cccc(NC2=NC3CS(=O)(=O)CC3S2)c1 (stereo unspecified),/,1,-4,7,-2,-2,-4,7
CC1(c2ccccc2)CC(c2ccccc2)=C(C#N)C(=O)N1 (stereo unspecified),/,-7,17,15,/,10,-9,-1
O=C(NCC1CC1)[C@@H]1[C@@H](CO)[C@@H]2Cn3c(ccc(-c4ccccc4F)c3=O)[C@H]1N2Cc1cncnc1,/,-3,4,-11,0,2,2,0
CCCNc1ncnc2ccc(Br)cc12,26,-9,7,/,4,3,/,5
CC1(C)Cc2c(ccc3ccccc23)-c2nnc(-c3cccnc3)n21,-4,/,/,10,2,-7,/,-2
COc1ccc(CN(C)C(=O)[C@H]2O[C@@H](n3cnc4c(N)ncnc43)[C@H](O)[C@@H]2O)cc1OC,-3,0,-16,-33,-6,0,-2,7
CCCSCCCNC(=O)Cn1cc2c(n1)CCC(C)C2 (stereo unspecified),/,5,-15,7,0,-7,-23,/
Cc1[nH]nc(-c2ccc(O)cc2O)c1Oc1ccccc1,-13,23,/,4,0,-7,-2,-1
CC1=NCCN1S(=O)(=O)c1cc([N+](=O)[O-])ccc1Cl,-5,7,16,-14,/,3,-5,-1
COc1ccc(C2CC(=O)c3cnc(NC(=O)c4ccco4)nc3C2)cc1 (stereo unspecified),/,0,4,-3,1,0,-2,1
CC(C)(C)C(=O)Nc1ncccc1C(O)c1cccc(C(F)(F)F)c1 (stereo unspecified),/,-6,-14,11,/,4,4,-3
O=C(COC(=O)C1CC(=O)N(c2ccccc2)C1)c1ccccc1 (stereo unspecified),/,-2,-7,18,4,-1,-16,/
Cc1cc(-c2nnc(CCC(=O)NCc3cccc(C(F)(F)F)c3)o2)no1,17,-13,-37,-5,-5,-4,0,3
C[C@@H]1CN([C@@H](C)CO)C(=O)c2cccc(NS(=O)(=O)c3cccs3)c2O[C@H]1CN(C)CC1CCCCC1,/,0,-8,7,-1,9,7,2
COc1ccccc1S(=O)(=O)N[C@H]1CC[C@@H](CCNC(=O)C2CCOCC2)O[C@@H]1CO,-2,/,/,4,2,3,/,2
COc1ccc(CC(=O)N/N=C(\C)c2cccs2)cc1OC,/,/,-7,-19,1,-3,-5,1
CC(Cn1nnc2ccccc21)C(=O)O (stereo unspecified),-6,8,0,6,/,4,/,2
CCCn1c(C(C)Nc2nc(-c3cc(Cl)c(N)c(Cl)c3)cs2)nc2cc(Cl)c(N3CCCCC3)cc21 (stereo unspecified),/,-10,24,18,-4,-7,10,3
O=C(CSc1cn[nH]n1)Nc1ccccc1F,/,0,-12,9,-3,0,-8,4
Cn1cnc2ccc([N+](=O)[O-])cc2c1=O,-6,-1,-11,6,0,7,-1,0
CC(=O)Oc1ccc(/C=C2/CCc3ccccc3C2=O)cc1,/,74*,-40,55*,3,5,-6,5
O=C1C(=Cc2ccccc2[N+](=O)[O-])Cc2ccccc21,/,38,-24,4,5,-3,2,0
NC(=O)C1CCN(C(=O)Cc2ccc(-c3ccccc3)cc2)CC1,/,-13,-12,-4,-5,2,-9,4
COc1ccccc1N(CC(O)COc1c(C)cc(C)cc1C)S(=O)(=O)c1ccccc1 (stereo unspecified),-5,-1,33,16,1,-10,-11,-1
O=C(NCC1CC1)[C@H]1[C@H](CO)[C@H]2Cn3c(ccc(-c4ccccc4F)c3=O)[C@@H]1N2Cc1cncnc1,/,3,-26,21,10,-1,-13,/
COc1ccc(NC(=O)Nc2ccc3c(c2)C(=O)N([C@H](C)CO)C[C@H](C)[C@H](CN(C)C(=O)Nc2ccc(C(F)(F)F)cc2)OCCCC[C@@H](C)O3)cc1,15,/,2,3,/,-17,/,4
COc1ccc(-c2cnc3c(c2)C(=O)N([C@H](C)CO)C[C@H](C)[C@H](CN(C)C(=O)C2CCOCC2)O3)cc1,4,-16,-4,6,0,4,/,-2
COc1ccccc1C(=O)NCCC(=O)NC1CCCCCC1,-4,-5,-29,6,2,0,5,-1
C=CCn1c(SCc2nc3cc(C(F)(F)F)ccc3c(=O)[nH]2)nc2sc(CC)cc2c1=O,-7,/,21,-12,-1,/,4,/
Cc1ccc(C(=O)N/C(=C\c2ccccc2)C(=O)NCCCn2ccnc2)cc1,9,7,12,-5,/,1,9,-4
CC=Cc1ccc2n(c1=O)C[C@H]1[C@H](CO)[C@@H](C(=O)NCC)N(C(=O)c3cccnc3)[C@@H]21 (mixture of isomers),/,-2,-16,-7,-1,9,/,-1
CC(C)(C)c1ccc(S(=O)(=O)Nc2cccnc2)cc1,13,/,/,18,-7,/,7,/
COCCN1CCN(C(=O)c2cc(COc3cncc(Cl)c3)on2)CC1,4,/,-1,-5,0,-4,/,1
O=C(NNc1c(F)c(F)cc(F)c1F)C1CCN(S(=O)(=O)c2ccccc2F)CC1,/,11,-3,-6,-1,-9,-3,0
CC1CCN(S(=O)(=O)c2ccc3c(c2)oc(=O)n3C)CC1,4,/,10,-2,-1,-7,13,-6
C[C@@H]1CCCCO[C@H](CN(C)C(=O)Nc2cccc3ccccc23)[C@H](C)CN([C@H](C)CO)C(=O)c2cc(NS(=O)(=O)c3ccccc3)ccc2O1,-8,19,36,1,1,-9,-12,0
C[C@@H]1CCCCO[C@@H](CN(C)Cc2ccc(C(F)(F)F)cc2)[C@@H](C)CN([C@@H](C)CO)C(=O)c2cc(NC(=O)CCC(F)(F)F)ccc2O1,13,5,72*,18,17,8,/,2
CCCN(C)C[C@H]1Oc2cc(C#Cc3ccncc3)ccc2S(=O)(=O)N([C@H](C)CO)C[C@H]1C,-4,44,/,-1,-3,-10,0,0
Cc1nc(C(Cl)(Cl)Cl)nc2[nH]ccc(=O)c12,/,30,2,36,/,6,-3,1
Cc1cc(C)nc(NC(=O)Nc2ccccc2C(F)(F)F)n1,9,25,/,-24,/,-6,/,2
COc1ccc(NC(=O)N(C)C[C@@H]2OCc3ccccc3-c3ccccc3C(=O)N([C@H](C)CO)C[C@H]2C)c(OC)c1,5,2,/,-12,1,8,-26,1
CCCCn1c(N)c(N(CC)C(=O)c2c(CC)noc2C)c(=O)[nH]c1=O,-9,-5,-9,10,-1,-5,1,1
CC=Cc1ccc2n(c1=O)C[C@H]1[C@H](CO)[C@@H](C(=O)N3CCCCC3)[C@@H]2N1Cc1ccccn1 (mixture of isomers),/,-7,8,-11,-1,/,/,/
COc1ccc(-c2cnc3c(c2)C(=O)N([C@@H](C)CO)C[C@H](C)[C@H](CN(C)Cc2cccnc2)O3)cc1,13,-6,/,-12,0,-6,-14,0
CCCNC(=O)COC(=O)CCC(=O)c1cccs1,/,10,-8,-1,/,-3,3,0
COc1ccc(C(=O)NCCCN2CCCC2=O)cc1S(=O)(=O)N1CCOCC1,/,-4,1,0,-7,-9,9,-2
O=C(N[C@@H]1CC[C@H](CCn2cc(Cc3ccccc3)nn2)O[C@@H]1CO)c1ccccn1,0,-10,9,9,-1,-8,-6,4
Cc1cccc(C)c1NC(=S)N(c1ccccc1)C(C)C,6,-1,-5,3,5,6,2,9
CO[C@@H](CN(C)Cc1cc(F)ccc1F)[C@@H](C)CN([C@@H](C)CO)S(=O)(=O)c1ccc(F)cc1,-3,-3,-15,10,-1,-12,-3,-4
Cc1ccn(CC(=O)NC2CC(C)(C)Cc3c2cnn3-c2ccc(F)cc2)n1 (stereo unspecified),/,-45,-72,-8,-5,2,/,-1
Cc1c(NC(=O)CC#N)c(=O)n(-c2ccccc2)n1C,-2,-15,5,/,-4,9,/,-1
COc1cccc(NC(=O)N2C[C@@H](O)COC[C@@H]3O[C@@H](CC(=O)NC4CCCC4)CC[C@H]32)c1,-3,-3,-2,10,-5,3,4,0
Cc1[nH][nH]c(=O)c1N=Nc1ccc(Br)c(Cl)c1,17,-23,-7,-32,-3,3,10,1
COc1cc2cc(C(=O)Nc3ccc4c(c3)OCCO4)[nH]c2cc1OC,3,/,-31,23,3,2,-4,-1
COc1ccc(C(CCN)c2ccc3c(c2)OCO3)cc1 (stereo unspecified),/,-3,-2,-4,6,-6,0,-1
Cc1ccc(S(=O)(=O)N(CC(=O)NCCSc2ccccn2)c2ccccc2F)cc1,-2,-8,-11,11,3,3,-3,4
C[C@@H]1CN([C@@H](C)CO)C(=O)c2cccc(NS(=O)(=O)c3ccc(F)cc3)c2O[C@H]1CN(C)Cc1ccccc1,4,4,-20,1,-51,-6,/,-2
O=[N+]([O-])c1cc(/C=N/n2cnnc2)ccc1N1CCCC1,4,9,10,11,4,-9,1,3
COc1cccc(C(=O)NCCSc2ccc(F)cc2)c1,3,-90,-122,-133,/,1,8,0

# (next part)
Molecule,PGC1a acetyl inh,EWS-Fli block,PAX8 reporter,LGR2 antag,PglD inh,S100A4 inh HTS,FN deposit inh,ERAP1 HTS inh
O=C(NC(Cc1ccccc1)C(=O)O)c1ccc(S(=O)(=O)N2CCCCC2)cc1 (stereo unspecified),-8,/,/,11,12,0,-9,4
CCC(=O)N(C)C[C@H]1Oc2cc(C3=CCCC3)ccc2S(=O)(=O)N([C@@H](C)CO)C[C@H]1C,-3,4,/,0,4,-6,/,0
Cc1ccc(C(=O)Cn2nc(C(=O)O)c3ccccc3c2=O)cc1C,0,2,-10,0,/,2,-4,/
Fc1ccc(-c2cc(C(F)(F)F)n3ncnc3n2)cc1,/,-11,0,-13,/,9,-8,-4
O=C(CSc1nnc(-c2cccc(F)c2)o1)NC1CCCC1,0,-14,-4,-17,6,-4,5,3
C=CCn1c(SCC(=O)Nc2cccc3ccccc23)nc(O)c(CC)c1=O,-5,/,/,8,6,/,-16,/
COc1ccc(S(=O)(=O)N2C[C@@H](O)COC[C@H]3O[C@H](CC(=O)NCCCN4CCOCC4)CC[C@@H]32)cc1,3,-6,-1,4,-2,-7,7,-3
Cc1cc(C(=O)C(=O)N(C)C)c(C)n1-c1ccc(Cl)c(Cl)c1,-6,7,-6,-4,-10,0,-7,-1
C[C@@H](NC(=O)c1ncn2c1c(=O)[nH]c1cccnc12)c1ccccc1,11,5,-5,-5,-9,-1,-5,7
COCCN(CC(=O)Nc1ccccc1C)S(=O)(=O)c1ccc(S(=O)(=O)N2CCCC2)cc1,-2,/,4,/,0,/,5,/
